All columns: NCI-60 one-dose screen, growth in % after 48 h at 10 µM unless noted; 100 = growth as untreated, 0 = no growth, -100 = all killed.
M14: M14 melanoma. actives 6.2% (n = 80,000). AID 1794745
MALME-3M: MALME-3M melanoma | AID 1794766 | actives 5.8% (n = 78,000)
A549/ATCC: A549/ATCC NSCLC | actives 3.7% (n = 81,000)
HOP-62: HOP-62 NSCLC; actives 3.9% (n = 80,000)
EKVX: EKVX NSCLC | actives 3% (n = 71,000) | AID 1794765
UACC-257: UACC-257 melanoma; actives 4.4% (n = 78,000)
UACC-62: UACC-62 melanoma; actives 5.4% (n = 81,000)
HOP-92: HOP-92 NSCLC cells; actives 6.3% (n = 71,000); AID 1794738
Numbers without * were called inactive; . = not tested or not shown; & = joins results of further samples; ! = repeats disagree. Rule for the calls: active = growth percent below 10; inactive = the rest.

SMILES	M14	MALME-3M	A549/ATCC	HOP-62	EKVX	UACC-257	UACC-62	HOP-92
O=C(COc1ccc(C2SCC(=O)N2c2ccc(F)cc2)cc1)c1ccccc1 (stereo not drawn)	94	98	88	95	87	100	61	77
COc1ccc2c(c1)oc1c2c2c(c3c4ccccc4n(C)c13)C(=O)NC2=O	84	89	98	100	90	102	77	80
C=C1C(=O)O[C@H]2[C@H]1CC/C(Cn1cc(-c3ccccc3)nn1)=C\CC[C@@]1(C)O[C@@H]21	-59*	-46*	34	79	72	-47*	-45*	-70*
OC1CCc2ccccc2C1 (stereo not drawn)	102	.	106	104	116	108	102	.
NNC(=O)CSc1nc2scc(-c3ccccc3)c2c(=O)n1-c1ccccc1	112	155	115	91	103	129	90	.
C[C@]12CC[C@H](O)C[C@@H]1CC[C@@H]1[C@@H]2CC[C@]2(C)OCCC[C@@H]12	102	108	102	107	.	106	97	122
COc1cc(/C=C/c2cc(/C=C/c3ccc(O)c(OC)c3)n(C(=O)Nc3ccc(C)cc3)n2)ccc1O	2.3*	17	4.7*	12	20	4.8*	-0.5*	-15*
O=CCc1ccccc1	104&103	100&100	104&95	97&110	84	105&105	88&105	114
CCOc1ccc2nc(C)cc(Nc3ccc(S(=O)(=O)Nc4nccs4)cc3)c2c1	111	105	101	103	95	109	93	108
Cc1nc(-c2ccccc2)cc2c1C(=O)N(CC(=O)N1CCCCC1)C2=O	95	96	97	95	100	105	104	87
Cn1nc(-c2ccccc2)c(C(=O)c2ccccc2)c1Nc1ccccc1	113	126	84	103	98	87	93	90
Nc1nc(Nc2ccc(Cl)cc2SSc2cc(Cl)ccc2Nc2nc(N)nc(C(Cl)(Cl)Cl)n2)nc(C(Cl)(Cl)Cl)n1	93	99	19	37	88	123	86	139
Cc1cc(CSc2ccccc2C(=O)N2CCN(Cc3ccncc3)CC2)no1	101	99	90	91	100	.	98	103
O=S(=O)(Nc1ncccn1)c1ccc(-n2c(-c3ccccc3O)nc(-c3ccccc3)c2-c2ccccc2)cc1	110	112	106	109	97	113	94	110
CCOc1ccc(Nc2ccc(OCC)cc2)cc1	95	100	78	86	90	77	77	67
c1cc(-c2nc3ccccc3n3cccc23)cc(-c2nc3ccccc3n3cccc23)c1	113	105	97	110	102	100	107	.
C/C(=N/NC(N)=S)c1ccc(Nc2nc(SC(C)C)nc(-c3ccc(F)cc3)c2C#N)cc1	112	107	98	102	100	106	81	95
Cc1ccccc1C(=O)NN	107	106	89	93	108	103	101	81
Oc1c(Cl)cc(Cl)cc1CN(Cc1cc(Cl)cc(Cl)c1O)C1CCCCC1	96	100	88	100	97	87	89	96
CC(=[N-])N1CCC[C@@H](Nc2c3ccccc3nc3ccccc23)C1.[Cl][Pt].[NH-]CCC[NH-]	65	21	7.7*	52	52	67	-63*	29

Another view of some results above.
Sequence of screens – M14	MALME-3M	A549/ATCC	HOP-62	EKVX	UACC-257	UACC-62	HOP-92
O=C(COc1ccc(C2SCC(=O)N2c2ccc(F)cc2)cc1)c1ccccc1 (stereo not drawn)
  94	98	88	95	87	100	61	77
COc1ccc2c(c1)oc1c2c2c(c3c4ccccc4n(C)c13)C(=O)NC2=O
  84	89	98	100	90	102	77	80
C=C1C(=O)O[C@H]2[C@H]1CC/C(Cn1cc(-c3ccccc3)nn1)=C\CC[C@@]1(C)O[C@@H]21
  -59*	-46*	34	79	72	-47*	-45*	-70*
OC1CCc2ccccc2C1 (stereo not drawn)
  102	.	106	104	116	108	102	.
NNC(=O)CSc1nc2scc(-c3ccccc3)c2c(=O)n1-c1ccccc1
  112	155	115	91	103	129	90	.
C[C@]12CC[C@H](O)C[C@@H]1CC[C@@H]1[C@@H]2CC[C@]2(C)OCCC[C@@H]12
  102	108	102	107	.	106	97	122
COc1cc(/C=C/c2cc(/C=C/c3ccc(O)c(OC)c3)n(C(=O)Nc3ccc(C)cc3)n2)ccc1O
  2.3*	17	4.7*	12	20	4.8*	-0.5*	-15*
O=CCc1ccccc1
  104&103	100&100	104&95	97&110	84	105&105	88&105	114
CCOc1ccc2nc(C)cc(Nc3ccc(S(=O)(=O)Nc4nccs4)cc3)c2c1
  111	105	101	103	95	109	93	108
Cc1nc(-c2ccccc2)cc2c1C(=O)N(CC(=O)N1CCCCC1)C2=O
  95	96	97	95	100	105	104	87
Cn1nc(-c2ccccc2)c(C(=O)c2ccccc2)c1Nc1ccccc1
  113	126	84	103	98	87	93	90
Nc1nc(Nc2ccc(Cl)cc2SSc2cc(Cl)ccc2Nc2nc(N)nc(C(Cl)(Cl)Cl)n2)nc(C(Cl)(Cl)Cl)n1
  93	99	19	37	88	123	86	139
Cc1cc(CSc2ccccc2C(=O)N2CCN(Cc3ccncc3)CC2)no1
  101	99	90	91	100	.	98	103
O=S(=O)(Nc1ncccn1)c1ccc(-n2c(-c3ccccc3O)nc(-c3ccccc3)c2-c2ccccc2)cc1
  110	112	106	109	97	113	94	110
CCOc1ccc(Nc2ccc(OCC)cc2)cc1
  95	100	78	86	90	77	77	67
c1cc(-c2nc3ccccc3n3cccc23)cc(-c2nc3ccccc3n3cccc23)c1
  113	105	97	110	102	100	107	.
C/C(=N/NC(N)=S)c1ccc(Nc2nc(SC(C)C)nc(-c3ccc(F)cc3)c2C#N)cc1
  112	107	98	102	100	106	81	95
Cc1ccccc1C(=O)NN
  107	106	89	93	108	103	101	81
Oc1c(Cl)cc(Cl)cc1CN(Cc1cc(Cl)cc(Cl)c1O)C1CCCCC1
  96	100	88	100	97	87	89	96

Entries of single compounds as entered above:
Oc1c(Cl)cc(Cl)cc1CN(Cc1cc(Cl)cc(Cl)c1O)C1CCCCC1 as listed: M14 = 96; MALME-3M = 100; A549/ATCC = 88; HOP-62 = 100; EKVX = 97; UACC-257 = 87; UACC-62 = 89; HOP-92 = 96
NNC(=O)CSc1nc2scc(-c3ccccc3)c2c(=O)n1-c1ccccc1 as listed: M14 = 112; MALME-3M = 155; A549/ATCC = 115; HOP-62 = 91; EKVX = 103; UACC-257 = 129; UACC-62 = 90; HOP-92 = .

The results go on:
SMILES	M14	MALME-3M	A549/ATCC	HOP-62	EKVX	UACC-257	UACC-62	HOP-92
Cc1nc2ccc(Cl)cn2c1-c1nnc(SCC(=O)c2ccccc2)o1	98	96	95	95	98	102	97	97
Cc1cc(-c2ccccc2)n(N2C(=O)CSC2c2ccc(Cl)cc2)c(=S)n1 (stereo not drawn)	106	106	97	95	52	98	99	87
O=[N+]([O-])c1cccc(-c2nc3sccn3c2-c2ccnc(NCCCNS(=O)(=O)c3cccc(F)c3)n2)c1	-1.2*	-11*	7.3*	13	19	-15*	-38*	46
O=C(Nc1ccc(OCc2nnc(-c3ccc(Cl)cc3)o2)c(F)c1)c1cccc(C(F)(F)F)c1	92	63	74	33	.	93	90	61
CC(C)Cc1ccc(C(C)C(=O)NCc2ccc(Cn3c(=O)sn(CCCI)c3=O)cc2)cc1 (stereo not drawn)	-67*!	-74*!	-55*!	-56*	-65*!	-20*!	-83*!	-68*!
N#Cc1ccc(-c2ccc(OCCCCN3CCCCC3)cc2)cc1	103	106	80	87	94	79	94	.
Cc1ccc(N=C(N)NC#N)cc1C	102	92	.	103	.	.	113	.
O=C(O)c1ccc(N2C(=O)c3cccc4cccc(c34)C2=O)cc1	100	118	99	85	.	92	98	83
CCN(CC)Cc1cc2[nH]c3c4ccc(Cl)cc4ncc3c2cc1OC	-43*	107&77	44&20	88&81	75&84	104&94	110&35	78&61
CCN1[C@@H]2CC[C@H]1/C(=C\c1ccc(C)cc1)C1=C2[C@@H](c2ccc(C)cc2)C(C#N)=C(N)O1	94	103	86	74	77	75	73	71
O=c1cc(OCCCCSC(=S)N2CCOCC2)c2ccccc2o1	101	96	96	97	99	92	90	88
O=S(=O)(Nc1nccs1)c1ccc(Nc2nc(O)c(/C=C3\C=Nc4ccccc43)s2)cc1	95	88	108	88	83	110	90	86
CC(C)CCC(CCC(C)C)NCC(C)O (stereo not drawn)	103	98	100	112	.	95	90	.
O=C(NCc1ccncc1)Nc1ccc(Cc2ccc(NC(=O)NCc3ccncc3)cc2)cc1	99	106	103	83	.	104	92	46
O=C(OC(C(=O)c1ccc(Cl)cc1)c1ccccc1)c1ccc2ccccc2n1 (stereo not drawn)	91	105	98	84	82	94	91	100
COC(=O)C(=[N+]=[N-])C(=O)c1ccccc1	94	106	79	80	105	85	94	88
COc1cc(/C=C/C(=O)c2ccc(Cl)cc2)cc(CN2CCCC2)c1O	104	99	98	101	101	100	94	95
CC(C)c1cc(-c2nc3ccc(F)cc3[nH]2)no1	102	105	88	96	87	90	90	104
Cc1cc(C(c2ccccc2)c2ccccc2)ccc1NS(=O)(=O)c1ccccc1	108	130	88	110	84	118	85	96
CCOc1cccc(N(CCN(C)C)C(=O)C(c2ccccc2)c2ccccc2)c1	89	94	82	81	86	85	85	52
O=C(N/N=C/C[C@@H]1[C@@H](COC2CCCCO2)[C@H](OC2CCCCO2)C[C@@H]1O)c1ccncc1 (stereo partly drawn)	98	101	77	90	105	75	101	104
COc1c(N2CC3CCCNC3C2)c(F)cc2c(=O)c(C(=O)N/N=C/c3ccoc3)cn(C3CC3)c12 (stereo not drawn)	.	100	101	102	91	111	94	93
NS(=O)(=O)c1cc(=O)[nH]c(=O)[nH]1	102	91	115	107	112	113	.	172
CC(=O)Nc1ccc(/C=N/NC(N)=S)cc1	98	103	98	99	.	102	104	100
CCN1CCCCN(CC(=O)NC(C)(C)C)CC1	96	104	89	.	92	86	91	98
O=c1c2ccccc2sc2c(NCCCNCCO)nc3ccccc3c12	-62*	-55*	26	37	56	64	-18*	-1.6*
N#Cc1ccc(-c2nn(-c3ccc(C(=O)O)cc3)cc2CNc2ccc(Cl)cc2)cc1	83	102	85	81	68	98	61	133
COC(=O)C1=C(C(C)=O)C(c2cc(OC)c(OC)c(OC)c2)C(C#N)=C(N)O1 (stereo not drawn)	99	115	98	100	95	107	.	98
COc1ccc(-n2nc(C(=O)NCC(=O)NO)nc2-c2ccccc2)cc1	106	104	105	105	93	110	106	111
O=C(NNc1nc2cc(F)ccc2n2c(CN3CCCC3)ccc12)c1cnccn1	.	37	14	18	7.6*	0.9*	18	18
C[N+](C)(C)CC(=O)N/N=C\c1ccco1	111	100	98	86	103	106	101	.
COc1ccc(-c2nnc(CNc3ccc(F)cc3)o2)cc1OC	95	106	92	83	85	93	.	67
Cc1cc(=O)oc2cc(OC(=O)N(c3ccccc3)c3ccccc3)ccc12	104	97	96	90	90	102	81	63
CCOC(=O)C(C#N)=C1CCCCC1	98	94	98	98	98	92	110	69
COc1ccc(CN2[C@H](C)[C@H](O)[C@H](O)[C@H](C(C)C)N(Cc3ccccc3)S2(=O)=O)cc1	98	115	87	101	99	94	86	81
CCc1c(Cl)nc(N)nc1Nc1ccc(C)c(C)c1	104	100	99	93	89	105	93	112
CCN(CC)c1ccc(/C=N/NC(=O)c2ccc(S(C)(=O)=O)cc2)cc1	105	104	99	99	96	105	99	107
Brc1cccc(-c2cc(-c3ccc4c(c3)OC=CO4)[nH]n2)c1	16	26	37	58	57	68	52	96
O=C(/C=C/c1ccc(O)c(O)c1)NC1CCOC1O (stereo not drawn)	108	103	99	101	97	102	104	92
Cc1cc(C)c(CC(=O)O)c(C)c1	99	98	104	107	98	106	108	91
O=C(OCCOCCO)c1ccccc1-c1c2cc(I)c(=O)c(I)c-2oc2c(I)c(O)c(I)cc12	93	100	97	88	78	109	102	58
CC(=O)N1CCCC1=O	107	103	95	102	101	96	101	106
CNc1cc(-c2ccc(S(=O)(=O)Nc3ccc4c(c3)N(C(=O)C3CC3)CCC4)cc2)nc(N)n1	96	106	96	96	104	97	81	69
C[n+]1cccc(C(=O)NO)c1	104	104	107	104	95	108	.	.
COc1ccc(C(=O)Nc2nc(-c3ccc(OC)cc3)cs2)cc1	119	104	100	108	.	95	100	.
c1ccc(Cn2cc(-c3ccco3)c3ncnc(N4CCOCC4)c32)cc1	109	115	94	114	89	105	100	86
COc1ccc(NC(=O)[C@@H](N)Cc2ccccc2)cc1C(=O)Nc1cccc(C2CC(=O)c3c(cc(OC)c(OC)c3OC)O2)c1 (stereo partly drawn)	65	66	69	87	73	95	50	44
Cc1nc2ccc([N+](=O)[O-])cc2[nH]1	103	106	102	95	101	98	111	118
O=C(c1ccccc1)c1ccc([N+](=O)[O-])cc1	105	119	98	103	118	98	98	72
CCOC(=O)C(CC/C=N/Nc1ccccc1)(NC(C)=O)C(=O)OCC	98	.	102	97	107	99	105	.
Nc1nc(SCc2ccccc2)c2ncn(C3CCCCC3)c2n1	103	90	94	92	94	97	77	.
CCOCN1CCCCC1	101	99	97	110	.	89	107	.
CCCCc1ccccn1	106	86	118	92	91	118	.	81

Assay outcomes deposited in PubChem BioAssay by NCI.
